Bioassay records: PubChem, several laboratories
GPR55 activation: GPR55 agonists via beta-arrestin recruitment, primary screen, imaging, U2OS cells, beta-arrestin-GFP redistribution (AID 1961). U2OS GPR55 beta-arrestin-GFP redistribution imaging; higher % means a stronger effect. one-dose activation, % at 10 µM; EC50 in µM for titrated hits. 290,000 compounds, 0.048% hits;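 active = activation above 40% with more than 50 cells counted in the well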;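 also: U2OS osteosarcoma cells stably expressing GPR55 and beta-arrestin-GFP; plate controls were DMSO negative control for no effect and LPI positive control for full effect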
KOR beta-arrestin-1: kappa opioid receptor blockers – cell-based, luminescence, uHTS (AID 1778); inhibition, % at 10 µM; hits with a dose series show IC50 in µM; KOR beta-arrestin recruitment, luminescence, antagonist mode; higher % means a stronger effect; 290,000 compounds, 0.091% hits; also: strong numbers were not always called active
NOD2 inhibition: inhibition of NOD2-driven NF-kB reporter – cell-based, luminescence, uHTS, HEK293 (AID 1566); HEK293 NOD2/NF-kB luciferase reporter, luminescence; higher % means a stronger effect; 290,000 compounds, 0.63% hits; inhibition, % at 4 µM, or EC50 in µM where a hit was titrated; also: many of its hits are not listed in these tables
Yfh1-depleted yeast: enhancers of respiration in Yfh1-depleted yeast, dose response, Friedreich's ataxia, plus single-dose screen (AID 1465) | S. cerevisiae Yfh1-off respiration, WST-1 reduction, 72 h; higher fold induction means a stronger effect | fold induction at 50 µM, or EC50 in µM where a hit was titrated | 220,000 compounds, 0.074% hits;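 active = fold induction of absorbance versus untreated yeast above a set limit, then at least 30% activation at any dose in follow-up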;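 also: activators that raise dye reduction in frataxin-depleted yeast; strong numbers were not always called active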
NTR1 agonist: agonists of NTR1, primary screen, imaging, U2OS cells, beta-arrestin-GFP, high content (AID 493036). 330,000 compounds, 0.17% hits. NTR1-U2OS beta-arrestin-GFP spot imaging, agonist mode. activation, % at 20 µM;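 active = activation at or above 40% of the spot to cytoplasm intensity ratio, with at least 20 cells analyzed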;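 also: 0% = DMSO without peptide and 100% = 100 nM NTR1 peptide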
Target sequence (P30989 whole entry, looked up): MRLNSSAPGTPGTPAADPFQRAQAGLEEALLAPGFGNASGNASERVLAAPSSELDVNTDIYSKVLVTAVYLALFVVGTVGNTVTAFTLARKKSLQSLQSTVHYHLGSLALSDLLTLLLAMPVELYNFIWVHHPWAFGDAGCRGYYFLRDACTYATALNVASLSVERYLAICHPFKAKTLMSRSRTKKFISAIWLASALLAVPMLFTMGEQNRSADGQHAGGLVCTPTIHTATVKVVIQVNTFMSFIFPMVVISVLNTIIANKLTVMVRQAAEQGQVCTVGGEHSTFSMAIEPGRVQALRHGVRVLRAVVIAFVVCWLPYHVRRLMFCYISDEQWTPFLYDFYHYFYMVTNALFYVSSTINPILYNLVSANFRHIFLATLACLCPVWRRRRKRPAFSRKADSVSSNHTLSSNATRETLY
KOR beta-arrestin-2: KOR agonists, beta-arrestin recruitment, primary screen, cell-based, luminescence, uHTS (AID 1777). KOR beta-arrestin recruitment, luminescence; higher % means a stronger effect. one-dose activation, % at 10 µM; EC50 in µM for titrated hits. 280,000 compounds, 0.02% hits; in the data active = activation above about 50%, passing the limit was not always enough; also: a part of the inactive calls stands beside numbers as strong as those of hits
CSM14.1 death rescue: protection against thapsigargin-triggered cell killing – 384-well, CSM14.1, ATP luminescence, primary screen (AID 1222); 190,000 tested, under 10 active; one-dose cellular ATP content (survival), % at 20 µM; EC50 in µM for titrated hits; CSM14.1 thapsigargin-induced death rescue, ATP luminescence; higher % means a stronger effect;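 active = EC50 below 50 µM in the dose-response confirmation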;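 also: death triggered by thapsigargin at about 15 µM added after 2 h compound pretreatment; cell ATP read after overnight thapsigargin exposure of roughly 18 to 22 hours; normalized against plate controls of thapsigargin alone and 5% DMSO vehicle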
NOD1 inhibition: NOD1 signaling inhibitors, primary screen, cell-based, luminescence, uHTS (AID 1578) | 290,000 compounds, 1% hits | NOD1-driven NF-kB luciferase reporter cells, luminescence; higher % means a stronger effect | inhibition, % at 4 µM; hits with a dose series show EC50 in µM; in the data active = inhibition mostly above about 36%, no sharp cut-off; inactive = mostly below about 34%;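 also: HEK-293T reporter cells stimulated with the NOD1 agonist gamma-tri-DAP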
TNAP activators: stimulation of alkaline phosphatase TNAP activity – biochemical, luminescent, no phosphate acceptor, uHTS, primary screen (AID 1001); 200,000 compounds, 0.03% hits; purified TNAP, luminescent activation assay, no phosphate acceptor; higher activation fold means a stronger effect; one-dose activation fold at 20 µM; EC50 in µM for titrated hits; in the data active = activation fold from about 3, or a potency from the dose series; inactive = the rest, 99 in 100 with activation fold below about 1.6; also: many of its hits are not listed in these tables
NTR1 agonist cell count 20 µM: second read-out of NTR1 agonist, no call of its own (marks repeat the call); cell count; measured here: cell count, cytotoxicity flag
The depositor's hits bear a star; i = inactive; . = no result given; [ ] = remark or other dose. Rule as the data show it, unless noted: active = inhibition above about 50%; inactive = the rest. Not all compounds are listed; the hit share may differ from the screen's.

Each structure is followed by: GPR55 activation, KOR beta-arrestin-1, NOD2 inhibition, Yfh1-depleted yeast, NTR1 agonist, NTR1 agonist cell count 20 µM, KOR beta-arrestin-2, CSM14.1 death rescue, NOD1 inhibition, TNAP activators
C=CCCC(=O)Nc1nc(C)c(-c2csc(Nc3cc(OC)ccc3OC)n2)s1
    -0.1%, -74.5%, -16.6%, i, 5.0, 99, -0.7%, 0.2%, -12.0%, 1
Cc1cccc(NCc2ccccc2OCc2ccccc2F)c1
    -0.3%, 16.6%, 30.2%, i, 1.9, 57, -0.8%, -1.6%, 26.1%, 1.1
CN(Cc1cccc(F)c1)C(=O)C(c1ccccc1)c1ccccc1
    0.0%, 23.8%, -4.1%, ., ., ., -1.4%, ., -2.7%, .
COc1ccc(NC(=O)c2cccc([N+](=O)[O-])c2)cc1
    0.6%, 17.0%, -26.4%, i, -0.3, 81, -6.8%, 11.1%, -44.3%, 1
CCOc1ccc(NC(=O)NCc2ccccn2)cc1
    -0.1%, -20.5%, -6.4%, ., 0.7, 55, 0.8%, ., -33.0%, .
Cc1ccc(S(=O)(=O)c2c(N)n(CCCN(C)C)c3nc4ccccc4nc23)cc1
    -0.2%, -32.7%, 6.6%, i, 1.4, 47, 5.0%, ., -2.6%, .
CC(=O)Nc1ccc(C2=NN(c3ccccc3)C(c3cccs3)C2)cc1 (stereo not drawn)
    1.2%, 19.9%, 9.7%, i, 5.5, 54, -5.3%, -0.7%, -0.7%, 1.5
COCCCNC(=O)c1ccc2c(c1)CCN2S(C)(=O)=O
    -0.2%, 9.4%, 2.3%, i, 0.1, 81, 8.1%, -2.2%, -13.3%, 1.2
O=C(c1ccco1)N1CCN(c2ncnc3c2oc2ccccc23)CC1
    0.5%, -7.7%, -34.4%, i, -2.9, 100, -2.1%, -1.6%, -18.8%, 1.2
O=C(CN1CCOCC1)Nc1cccc(Cl)c1Cl
    -1.0%, 3.3%, -0.7%, i, -0.5, 104, 4.4%, -1.6%, -15.1%, 1.1
CC(=O)c1ccc(N2CCN(c3ccc4cc(S(=O)(=O)N5CCC(C)CC5)ccc4n3)CC2)cc1
    0.3%, -71.7%, 8.1%, ., 2.0, 63, 1.6%, ., -18.5%, .
CC(=O)NS(=O)(=O)c1ccc(NS(=O)(=O)c2ccccc2[N+](=O)[O-])cc1
    -0.1%, 3.0%, -3.9%, i, 3.0, 74, 6.7%, ., -6.5%, .
CCOC(=O)Cc1csc(NC(=O)c2csc3c2CCCC3)n1
    -0.4%, 8.7%, 14.0%, i, 2.4, 50, -6.5%, -0.4%, 19.8%, 1.1
Cc1cccc(C2(c3cccc(C)c3)OC(=O)c3ccccc32)c1
    0.3%, 6.3%, 11.2%, i, 6.0, 84, 2.3%, -1.9%, -16.0%, 1.1
COC(=O)Cn1c(=NC(=O)c2cc(OC)cc(OC)c2)sc2cc(OC)ccc21
    -0.2%, 0.3%, 20.8%, i, 4.3, 41, -7.3%, -2.1%, 32.5%, 1.1
COC(=O)Nc1nn(-c2ccc(Cl)cc2)c(=O)c(C#N)c1C
    0.0%, 12.2%, 3.9%, i, 2.9, 47, -0.3%, ., -6.8%, .
O=[N+]([O-])c1ccc(Nc2nc(NCCO)nc(N3CCCC3)n2)cc1
    0.7%, 28.4%, -11.5%, i, 1.1, 84, -4.3%, 6.9%, -18.8%, 1.1
COc1ccccc1Nc1ncnc2c1oc1ccccc12
    0.3%, 30.0%, -75.1%, i, 3.3, 64, 3.6%, -1.7%, -49.2%, 1
Cc1ccc(S(=O)(=O)N[C@H](C(=O)OCC(=O)NC(=O)Nc2ccc3c(c2)OCCO3)C(C)C)cc1
    0.3%, 8.5%, 14.1%, i, -0.7, 77, 1.7%, -7.1%, -17.4%, 1.1
CCN(Cc1ccccc1)S(=O)(=O)c1ccc(C(=O)N(CCCN(C)C)c2nc3cc4c(cc3s2)OCO4)cc1
    -0.1%, -35.1%, -10.1%, ., 25.9, 57, 6.6%, ., -39.5%, .
Cc1ccccc1Nc1nc(N)nc(CN2CCN(C(=O)c3ccccc3)CC2)n1
    0.0%, -24.7%, 1.5%, i, -0.8, 42, 5.1%, -0.1%, -33.2%, 1
O=c1c2ccccc2nc(/C=C/c2cccnc2)n1Cc1ccccc1
    -0.1%, -22.4%, 15.2%, i, ., ., 8.5%, 25.7%, -3.0%, 0.9
O=C(CCC(=O)NC1CCN(Cc2ccccc2)CC1)NCc1ccco1
    -0.2%, 2.9%, -0.3%, i, -0.3, 78, -2.4%, -2.9%, -8.7%, 1.1
O=C(Cc1c[nH]c2ccccc12)NCc1cccs1
    -0.1%, 6.4%, 9.3%, i, 0.1, 47, -2.1%, 0.4%, -8.2%, 1
COCCNC(=O)c1ccc(-n2c(SCc3cc(F)ccc3F)nc3ccccc3c2=O)cc1
    0.2%, 12.3%, 0.1%, i, 22.1, 72, 5.5%, -0.2%, -18.3%, 1.1
Cc1ccnc2nc(C(=O)OCCOc3cccc(Br)c3)nn12
    -0.1%, -9.2%, -3.8%, i, -2.5, 52, -1.0%, -0.1%, 4.6%, 1.1
O=C(COc1ccc2c(c1)CCC2)N1CCN(c2ccccc2F)CC1
    0.2%, 9.2%, 11.6%, i, 1.1, 46, -0.9%, -3.4%, -24.3%, 1.2
CCN(C(=O)Cc1c(C(=O)O)[nH]c2ccccc12)c1ccc(OC)cc1
    0.1%, -39.2%, 19.1%, i, 1.6, 55, -2.9%, -2.5%, -22.5%, 1
O=C(CSc1cccc2cccnc12)N/N=C/c1ccc(O)cc1
    -0.3%, 2.2%, 12.3%, i, -0.6, 61, 4.3%, ., -3.1%, .
O=C(OC1CCOC1=O)c1cc(-c2ccccc2)nc2ccccc12 (stereo not drawn)
    0.0%, -25.1%, 10.0%, i, 0.4, 77, 0.8%, 2.9%, -15.0%, 1.1
O=C(COc1ccc(S(=O)(=O)NC2CCCCC2)cc1)NCc1ccccn1
    -0.2%, 25.9%, -5.5%, i, -0.3, 44, -3.8%, -1.6%, -2.6%, 1.1
CCOC(=O)CSc1nc(N)c(C#N)c(-c2ccc(OCC)cc2)c1C#N
    -0.3%, -35.3%, 5.3%, i, 1.9, 55, 7.6%, -2.2%, ., 1.1
COc1ccc(NC2CCCN(Cc3cccc4cnccc34)C2)cc1OC (stereo not drawn)
    0.0%, -26.5%[20 µM], 6.2%, ., 0.2, 64, 2.6%, ., -16.3%, .
S=C(c1ccc2c(c1)OCO2)N1CCOCC1
    -0.1%, 14.8%, 3.1%, i, 0.9, 49, -0.8%, ., 9.0%, .
O=C(O)COCc1nc2ccccc2s1
    -0.1%, 22.6%, 2.8%, i, 0.2, 62, -1.6%, ., -2.7%, .
COc1ccc(C(=O)NCC(=O)OCc2ccc([N+](=O)[O-])cc2)cc1
    0.5%, -6.0%, 3.1%, i, 2.4, 75, -2.8%, -0.8%, -23.5%, 1.1
CCN(CC)S(=O)(=O)c1cccc(-c2nnc(SCCOc3ccccc3)o2)c1
    -0.2%, 11.1%, 21.9%, ., 24.2, 96, -8.3%, -0.2%, 27.0%, 1
COc1ccc(/C=C2\Oc3cc(OCC(=O)N4CCC(C(=O)O)CC4)ccc3C2=O)c(OC)c1
    0.4%, -42.1%[20 µM], 17.4%, ., 0.1, 84, -3.6%, ., -24.9%, .
COc1cc(NC(=O)c2ccco2)c(OC)cc1NC(=O)CCC(=O)Nc1cc(C)ccc1C
    -0.1%, 32.5%, 16.1%, i, -1.8, 54, 3.5%, -0.3%, -6.2%, 1.1
O=C(O)C1CCN(C(=O)CSc2nc3ccccc3s2)CC1
    0.0%, -10.3%, 13.0%, i, -1.4, 53, -2.2%, 0.4%, -40.4%, 1.1
COC(=O)c1ccc(NC(=O)CCS(=O)(=O)c2ccc(C)cc2)cc1
    0.0%, -26.9%, 13.5%, ., 0.0, 81, 0.0%, ., -5.6%, .
O=Cc1ccc(Oc2cnccn2)cc1
    0.9%, -10.3%, 13.6%, i, -1.5, 101, -7.7%, -0.4%, -23.5%, 1.1
Cn1cc(/C=C2\SC(=O)N(c3ccccc3)C2=O)c2ccccc21
    -0.2%, 41.6%, -25.7%, i, 7.3, 72, -3.1%, -2.6%, -31.5%, 1
COC(=O)Cc1c(C)c2ccc(OCc3nn[nH]n3)cc2oc1=O
    -0.1%, 26.9%, 13.6%, i, -1.2, 78, -1.5%, 2.1%, 0.0%, 1
COc1cccc(/C=C2\SC(=S)NC2=O)c1OS(=O)(=O)c1ccc(NC(C)=O)cc1
    -0.4%, -35.7%, 28.3%, i, 0.1, 88, 4.7%, -0.3%, -16.0%, 1.1
CCc1cc2c(=O)n(CC(=O)NC3CCCCC3)cnc2s1
    0.0%, -16.1%, -0.9%, ., 0.0, 33, 0.5%, ., -4.4%, .
COc1ccccc1C(=O)NCCn1ccc2ccccc21
    -0.1%, -18.7%, 9.4%, i, -0.4, 47, 4.7%, 7.7%, -5.1%, 1.1
CC(=O)Nc1cccc(NC(=O)CSc2nnc(Cc3cccn3C)n2-c2ccc(C)cc2)c1
    0.2%, -4.7%, 0.6%, i, -0.1, 59, 3.2%, -0.3%, -29.1%, 1.1
O=C(c1ccccc1)N1CCN(Cc2c[nH]c3ccccc23)CC1
    -0.1%, 13.3%, 8.4%, i, -1.5, 46, -2.7%, -2.7%, ., 1.1
Cc1cc(NC(=O)CCc2ccc(-c3ccccc3)o2)no1
    -0.1%, -22.7%, 13.8%, ., 1.1, 70, 4.0%, ., -21.3%, .
O=C(Cn1ccc2cc(S(=O)(=O)N3CCCC3)ccc21)NCc1ccco1
    -0.2%, -59.7%, -3.7%, ., 2.3, 54, 1.2%, ., -31.8%, .
CCOC(=O)c1nn(-c2ccc(Cl)cc2)c2nc(Nc3ccccc3)cc(=O)n12
    0.0%, 15.7%, 15.6%, ., 12.6, 39, -0.2%, 0.1%, -2.2%, 1
COc1ccc(/C=N/NC(N)=S)cc1OC(=O)c1ccccc1
    0.3%, 19.6%, 4.5%, i, 0.8, 90, -0.5%, 0.4%, 6.8%, 1
COCCSc1nc(N)c(NC(=O)c2ccc(OC)cc2)c(=O)[nH]1
    -0.2%, 3.2%, 11.9%, i, 2.2, 81, -4.1%, -0.4%, -9.9%, 1
